Screening data from PubChem.
NOD2 inhibition: NOD2 signaling inhibitors, cell-based, luminescence, uHTS, HEK293 (AID 1566). HEK293 NOD2/NF-kB luciferase reporter, luminescence; higher % means a stronger effect. one-dose inhibition, % at 4 µM; EC50 in µM for titrated hits. 0.63% of 290,000 active; in the data active means inhibition above about 50%; further: many of its hits are not listed in these tables
WT yeast gro inh: growth inhibition of WT strain, primary screen, mitochondrial fusion inhibitor project, WT and mutant strains, chemical genetic; inhibition, % at 10 µM; mitochondrial fusion phenotypic screen; AID 1362, 2008; 2.1% of 190,000 active; in the data active means inhibition above about 58%; tested in S. cerevisiae
bCat nuc transl: modulators of beta-catenin nuclear translocation, primary screen, imaging, HeLa cells, immunofluorescence, high-content | nuclear translocation activity, % at 5 µM | 0.3% of 190,000 active | AID 1665, 2009;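 active means nuclear translocation activity above 50% at 5 µM, with a well cell count of 50 or more; inconclusive means wells under 50 cells across six images, flagged as toxic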;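 further: per-cell ratio of nuclear to cytoplasmic median beta-catenin stain intensity; plate controls were DMSO negative control for no effect and GSK-3 inhibitor IX positive control for full effect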
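System: Human HeLa cells, endogenous beta-catenin | Compound dosing: 5 µM primary, 0.02–20 µM confirmation | Timing: 24 h compound exposure at 37°C, 5% CO2 | Measured by: Fluorescence imaging of beta-catenin antibody stain plus DAPI | Read-out basis: % activation of per-cell nuclear versus cytoplasmic median beta-catenin signal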
Ins promoter up: insulin promoter activators in MIN6 cells, imaging, high-content screening, mouse beta cells; MIN6 insulin promoter-GFP reporter; active compounds read high; z-score at 5 µM; 0.3% of 190,000 active;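 active means z-score above 3 at 5 µM with at least 500 cells counted in the well; inconclusive means wells under 500 cells, flagged as cytotoxic or low count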
Yfh1-off respiration: enhancers of respiration in Yfh1-depleted yeast, dose response, Friedreich's ataxia, plus single-dose screen (AID 1465); S. cerevisiae Yfh1-off respiration, WST-1 reduction, 72 h; higher fold induction means a stronger effect; fold induction at 50 µM, or EC50 in µM where a hit was titrated; 0.074% of 220,000 active;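 active means fold induction of absorbance versus untreated yeast above a set limit, then at least 30% activation at any dose in follow-up; inconclusive means repeats straddling the limit, or above it without dose testing; inactive means fold induction below the set limit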;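 further: activators that raise dye reduction in frataxin-depleted yeast; strong numbers were not always called active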
Lipid droplet: inhibitors of hepatocyte lipid droplet formation, primary screen, imaging, high-throughput imaging, BODIPY stain | AML12 mouse hepatocytes, oleate lipid droplets | inhibition, % at 6.5 µM | 0.4% of 240,000 active | AID 1656, 2009;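 active means lipid droplet intensity inhibited by at least 50%, with more than 500 cells counted; inconclusive means wells with under 300 cells, treated as cytotoxic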
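Test system: AML12 mouse liver cells; schedule: overnight exposure; technique: high-content imaging of BODIPY-stained droplets and DAPI nuclei; read-out: % inhibition of corrected integrated BODIPY droplet signal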
MT stabilize HCS: microtubule stabilizers in HeLa cells, primary screen, imaging, high-content imaging. HeLa tubulin immunostaining HCS, 24 h; share of cells brighter than vehicle mean+2SD. % tubulin-high responders, % at 10 µM. 0.83% of 200,000 active. AID 2205, 2009;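 active means plate Z-score above 3 for both tubulin-high and condensed-nucleus cell shares, with cell loss under 80%, at 10 µM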;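 further: anti alpha tubulin signal scored within the nucleus-defined area of each cell; some results filed as inactive read as strong as hits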
Autophagy HCS: autophagy modulators in MEF cells, primary screen, imaging, high-content, MEF GFP-LC3. calls only at 10 µM (by protocol). MEF GFP-LC3 puncta imaging; test concentration mostly 10 µM. 0.98% of 190,000 active;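 active means percentage of spot-positive cells more than 3 SD above its plate mean, without a fluorescence outlier flag or 80% toxicity; inconclusive means no clear call, values can overlap the other calls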;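 further: spot-positive cell cutoff set from DMSO-treated cells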
Dynein transport: inhibitors of GR-EGFP nuclear translocation, primary screen, dynein cargo transport inhibitor project, imaging, high-content, 3617.4 mouse cells | AID 1381, 2008 | z-score, hits read low | test concentration mostly 20 µM; stimulated with dexamethasone, 1 µM; active compounds read low | 0.47% of 220,000 active;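 active means plate z-score of nuclear minus cytoplasmic receptor signal below a set negative limit, without overly bright fluorescence or cell loss, cut at about -3.5 in these data, passing the limit was not always enough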;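 further: z-score of nuclear minus cytoplasmic ring GR-EGFP intensity difference per well; some compounds called inactive have numbers as strong as hits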
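Also added: dexamethasone, 1.0 µM final. Medium: tet-free, stripped-serum medium. Detection: fixed, Hoechst-stained cells imaged at 10x for EGFP. Read-out: nuclear-to-cytoplasmic GR-EGFP distribution per well. Times: induction 48 h, compound 1 h, agonist 30 min.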
WT yeast gro inh mutant strain: second read-out of WT yeast gro inh, no call of its own (marks repeat the call); inhibition, %; mitochondrial fusion phenotypic screen, mutant strain inhibition
Dynein transport cytoplasmic EGFP: second read-out of Dynein transport, no call of its own (marks repeat the call); z-score; measured here: cytoplasmic GR-EGFP intensity; active compounds read high
Dynein transport nuclear GR-EGFP: further read-out of Dynein transport, marked with its call; z-score; measured here: nuclear GR-EGFP intensity;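 lower value marks the stronger effect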
Dynein transport cell count: also measured in Dynein transport; calls as there; z-score; measured here: cell count per field
Ins promoter up cell count: recorded beside Ins promoter up, whose call it bears; cell count; measured here: cytotoxicity, nuclei count;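 total cells summed across four imaged fields per well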
Lipid droplet cells 6.5 µM: further read-out of Lipid droplet, marked with its call; cell count; measured here: cell count, cytotoxicity flag;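 cells counted across two imaged fields per well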
bCat nuc transl cell count 5 µM: also measured in bCat nuc transl; calls as there; cell count; measured here: cell count, cytotoxicity flag
MT stabilize HCS Hoechst-high %: also measured in MT stabilize HCS; calls as there; % Hoechst-high responders; measured here: nuclear condensation Hoechst responders;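 share of cells brighter than vehicle mean plus two SD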
MT stabilize HCS cytotoxicity %: second read-out of MT stabilize HCS, no call of its own (marks repeat the call); toxicity, %; measured here: cytotoxicity by cell density;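 0% = mean cell density of plate MIN control wells and 100% = no cells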
Autophagy HCS cell loss 18 h: recorded beside Autophagy HCS, whose call it bears; toxicity, %; measured here: cell loss, nuclei count;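 cell loss after 18 h compound exposure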
Active calls of the source: *; i = inactive; u = inconclusive; x = no result given. An excerpt; rates above refer to the full screens.

# | SMILES | NOD2 inhibition | WT yeast gro inh | WT yeast gro inh mutant strain | bCat nuc transl | bCat nuc transl cell count 5 µM | Ins promoter up | Ins promoter up cell count | Yfh1-off respiration | Lipid droplet | Lipid droplet cells 6.5 µM
1 | N/C(=N\NC(=O)Nc1ccc(Cl)cc1)c1ccccn1 | -19% | x | x | 9.5 | 972 | 0.51 | 1455 | i | -7 | 608
2 | CCOC(=O)CNC(=O)C(CO)NC(=O)OCc1ccccc1 (stereo not drawn) | 16% | -18 | -22 | 0.4 | 1141 | -0.65 | 1030 | i | 10 | 725
3 | Cn1c(=O)c2c(SCC(N)=O)nc(CC(C)(C)C)nc2n(C)c1=O | 6% | -10 | -5 | 0.6 | 1066 | 0.18 | 1750 | i | 24 | 685
4 | CCn1ncc(Br)c1C(=O)Nc1cc(C)ccc1F | 5% | x | x | -0.7 | 841 | -0.06 | 1538 | i | x | x
5 | COc1ccc(-c2c(C(F)(F)F)nn(C)c2NC(=O)c2cccnc2)cc1 | 13% | x | x | 1.5 | 1264 | 0.04 | 1112 | i | 1 | 699
6 | O=C(NC(NCC1CCCO1)C(Cl)(Cl)Cl)c1cccc2ccccc12 (stereo not drawn) | -3% | 8 | 5 | 1.9 | 1109 | 0.86 | 1869 | i | -12 | 609
7 | COc1ccc(NC(=O)CC2(CC(=O)O)CCCC2)cn1 | 9% | 3 | 9 | -3.5 | 1077 | 0.04 | 1305 | i | 2 | 634
8 | Cc1cccc(C(=O)Oc2ccccc2C2C[C@]3(C)CC(=O)NC3N2C(=O)c2cccc(C)c2)c1 (stereo partly drawn) | 15% | 4 | 3 | -10 | 1254 | x | x | i | 7 | 749

# | MT stabilize HCS | MT stabilize HCS Hoechst-high % | MT stabilize HCS cytotoxicity % | Autophagy HCS | Autophagy HCS cell loss 18 h | Dynein transport | Dynein transport cytoplasmic EGFP | Dynein transport nuclear GR-EGFP | Dynein transport cell count
1 | x | x | x | x | x | -0.39 | -0.044 | -0.13 | -0.11
2 | 3.0 | 1.4 | 3.4 | x | x | -0.66 | -0.21 | -0.036 | 0.5
3 | 1.2 | 2.7 | 9.6 | x | x | 0.54 | -0.048 | 0.69 | -1.1
4 | 7.0 | 2.3 | 2.0 | i | -1 | -0.67 | -0.22 | -0.18 | 0.6
5 | x | x | x | x | x | 2 | -0.041 | 1.5 | -2.3
6 | 2.8 | 1.2 | 9.7 | i | -26 | 1.7 | -0.19 | 0.56 | -1.9
7 | 3.8 | 3.3 | 3.5 | i | 15 | -0.76 | -0.34 | 0.13 | 0.34
8 | 0.9 | 0.9 | 4.4 | i | -14 | 0.41 | 0.11 | 0.6 | -0.76

(continued)
# | SMILES | NOD2 inhibition | WT yeast gro inh | WT yeast gro inh mutant strain | bCat nuc transl | bCat nuc transl cell count 5 µM | Ins promoter up | Ins promoter up cell count | Yfh1-off respiration | Lipid droplet | Lipid droplet cells 6.5 µM
9 | Fc1ccccc1-c1nc2nc3ccccc3nc2n1CC1CCCO1 (stereo not drawn) | 15% | x | x | 0.1 | 1350 | 0.01 | 1076 | i | 2 | 745
10 | COc1ccc(NC(=O)C2CCN(c3cc(C)nc(-c4ccccc4)n3)CC2)cc1 | -8% | 2 | 1 | -2.2 | 1038 | 0.55 | 801 | i | 45 | 750
11 | Cn1nc(C(F)(F)F)c(-c2cccc(C(F)(F)F)c2)c1NC(=O)c1ccco1 | 28% | x | x | 0.4 | 1316 | x | x | i | 21 | 728
12 | CCOC(=O)CN=C/C(C(=O)Nc1nccs1)=C(/C)O | 20% | -9 | 0 | 3.6 | 968 | 0.43 | 1536 | i | u | x
13 | O=[N+]([O-])c1ccc(Cl)c(-c2ccc(/C=N/c3c(-c4ccco4)nc4ccccn34)o2)c1 | 7% | 23 | 0 | x | x | x | x | x | x | x
14 | CN(Cc1ccccc1)C(=O)C1CCCN(Cc2cccc(Cl)c2)C1 (stereo not drawn) | -5% | -1 | 8 | -2.7 | 1142 | -0.06 | 1339 | i | -23 | 674
15 | Cc1ccc2sc(-c3ccc(NC(=O)c4cc(-n5cnnc5)ccc4Cl)cc3)nc2c1 | 3% | 7 | -3 | 0.5 | 1070 | 0.77 | 1801 | i | 4 | 694
16 | Cn1c(-c2ccccc2)cnc1SCC(=O)NCc1ccco1 | -18% | -5 | -2 | 2.8 | 1149 | -0.18 | 1234 | i | -4 | 766

# | MT stabilize HCS | MT stabilize HCS Hoechst-high % | MT stabilize HCS cytotoxicity % | Autophagy HCS | Autophagy HCS cell loss 18 h | Dynein transport | Dynein transport cytoplasmic EGFP | Dynein transport nuclear GR-EGFP | Dynein transport cell count
9 | x | x | x | x | x | -0.28 | -0.23 | -0.18 | 0.25
10 | 2.3 | 1.9 | 8.2 | i | 4 | -0.31 | -0.22 | 0.44 | 1.3
11 | x | x | x | x | x | -0.41 | -0.24 | 0.23 | 0.52
12 | 5.0 | 2.0 | 8.7 | i | 5 | 0.18 | -0.31 | 0.53 | 0.72
13 | 2.5 | 2.1 | 6.3 | i | -32 | 0.075 | -0.14 | -0.59 | 0.63
14 | 2.2 | 1.9 | 7.5 | i | 17 | -0.31 | -0.24 | -0.55 | 0.29
15 | 2.4 | 2.0 | 9.1 | i | 5 | -0.018 | -0.096 | -0.14 | 0.23
16 | 4.7 | 2.4 | 2.9 | i | 0 | -1.8 | -0.2 | -0.9 | 2.6

Part of the list above, limited to bCat nuc transl cell count 5 µM.
no.	molecule	bCat nuc transl cell count 5 µM
15	Cc1ccc2sc(-c3ccc(NC(=O)c4cc(-n5cnnc5)ccc4Cl)cc3)nc2c1	1070
16	Cn1c(-c2ccccc2)cnc1SCC(=O)NCc1ccco1	1149

The list continues.
# | SMILES | NOD2 inhibition | WT yeast gro inh | WT yeast gro inh mutant strain | bCat nuc transl | bCat nuc transl cell count 5 µM | Ins promoter up | Ins promoter up cell count | Yfh1-off respiration | Lipid droplet | Lipid droplet cells 6.5 µM
17 | O=C(NCc1cc(C(F)(F)F)cc(C(F)(F)F)c1)C1CC(c2ccccc2[N+](=O)[O-])=NO1 (stereo not drawn) | 21% | 8 | 9 | -1.8 | 1345 | -0.56 | 1377 | i | x | x
18 | O=C(COc1ccc(C(=O)c2ccccc2)cc1)NCC(=O)Nc1ccccc1Br | 11% | 4 | 17 | -1.5 | 557 | 0.61 | 1331 | i | 3 | 657
19 | CCn1c(CSc2nnc(C)n2-c2ccccc2)nc2cc(S(=O)(=O)N(C)C)ccc21 | -8% | -2 | -8 | -2.0 | 1002 | -0.23 | 1349 | i | x | x
20 | O=C(CCC(=O)OCC(=O)c1ccc(F)cc1)NC1CCCCC1 | 22% | 3 | -4 | 2.3 | 944 | 0.17 | 878 | i | -20 | 730
21 | CCOC(=O)N1N=C(c2ccccc2)CC1(O)C(F)(F)F (stereo not drawn) | -74% | -14 | 3 | 1.0 | 1290 | 0.01 | 1604 | x | x | x
22 | COc1ccc(CCNC(=O)CN(c2ccc(OC)cc2)S(C)(=O)=O)cc1 | 10% | 7 | 1 | 0.3 | 1506 | x | x | i | 5 | 685
23 | CCOc1cc(C(=O)Nc2ccc(N3CCN(S(C)(=O)=O)CC3)cc2)cc(OCC)c1OCC | -1% | 4 | 9 | x | x | -2 | 1309 | i | 61* | 743*
24 | C=C(C)c1cccc(C(C)(C)NC(=O)N2CCN(c3ccccc3OC)CC2)c1 | 0% | 3 | -9 | -1.5 | 956 | 0.18 | 1438 | i | 28 | 670
25 | Cc1nc(SCc2c(F)cccc2Cl)n[nH]1 | -10% | 1 | 10 | x | x | 0.29 | 1323 | i | -8 | 744
26 | Cc1ccc(OCC(=O)c2cc(C)n(CC(F)(F)F)c2C)c([N+](=O)[O-])n1 | 23% | -1 | -1 | -2.2 | 1048 | 0.25 | 1529 | i | 4 | 696
27 | CCn1c(SCC(=O)N2CCCCC2C)nnc1-c1ccc(S(=O)(=O)N2CCN(C)CC2)cc1 (stereo not drawn) | 8% | -6 | -3 | -0.1 | 1148 | -0.45 | 923 | i | 10 | 751

# | MT stabilize HCS | MT stabilize HCS Hoechst-high % | MT stabilize HCS cytotoxicity % | Autophagy HCS | Autophagy HCS cell loss 18 h | Dynein transport | Dynein transport cytoplasmic EGFP | Dynein transport nuclear GR-EGFP | Dynein transport cell count
17 | 2.6 | 1.2 | 7.6 | i | 0 | 0.24 | -0.2 | 0.52 | -0.29
18 | 15 | 11 | 25 | i | 6 | -0.47 | -0.17 | 0.057 | -0.81
19 | 2.6 | 1.4 | 2.4 | i | 14 | -0.41 | -0.029 | 0.16 | -0.15
20 | 1.6 | 1.3 | 0.8 | i | -2 | -1.2 | -0.12 | -0.45 | 1.1
21 | 2.0 | 2.1 | 6.4 | i | 45 | -0.64 | -0.15 | 0.36 | -0.023
22 | 2.1 | 2.0 | 2.2 | i | -6 | 1.3 | 0.0008 | 0.62 | -2.3
23 | 3.2 | 1.4 | 7.5 | i | 3 | 1.4 | -0.095 | 0.89 | -0.7
24 | 2.5 | 3.7 | 7.1 | i | 0 | -0.6 | -0.24 | -0.72 | 0.76
25 | 3.2 | 1.9 | 6.2 | i | -6 | 1.3 | -0.2 | 0.55 | -0.014
26 | 1.7 | 1.7 | 6.3 | i | -10 | -1.3 | -0.26 | -0.61 | 0.2
27 | 1.5 | 2.5 | 7.6 | i | -10 | -0.3 | -0.077 | 0.011 | 0.42
